NR3A LBD binder: modulates the human NR3A ligand-binding domain. Tm shift relative to glycine control, % at 25 µM. 340,000 compounds, 2.5% hits. AID 1259313. NR3A LBD differential scanning fluorimetry, Tm shift; 0% = protein alone, 100% = glycine-bound protein;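 active = melting temperature shift of at least 10% of the positive control shift, at one fixed dose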
APJ ag: APJ receptor agonism | CHO-K1 APJ PathHunter beta-arrestin, luminescence; 0% DMSO wells, 100% apelin | 330,000 compounds, 0.11% hits | P35414 | activation, % at 20 µM;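 active = activation more than six SD over the plate average, tested at 20 µM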;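 also: 0% = DMSO alone and 100% = apelin-13 at 10 nM; some results filed as inactive read as strong as hits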
Target sequence (P35414 whole entry, looked up): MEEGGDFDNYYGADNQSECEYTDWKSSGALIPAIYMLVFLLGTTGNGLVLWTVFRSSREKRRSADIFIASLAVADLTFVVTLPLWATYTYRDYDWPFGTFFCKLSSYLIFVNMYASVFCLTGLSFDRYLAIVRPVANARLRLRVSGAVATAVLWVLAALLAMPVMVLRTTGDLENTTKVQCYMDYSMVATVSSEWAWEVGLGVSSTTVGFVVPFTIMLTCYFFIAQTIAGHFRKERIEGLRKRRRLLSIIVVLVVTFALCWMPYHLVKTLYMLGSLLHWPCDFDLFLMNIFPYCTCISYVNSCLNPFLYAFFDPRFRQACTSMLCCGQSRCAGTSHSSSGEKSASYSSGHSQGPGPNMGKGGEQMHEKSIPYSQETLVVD
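Assay system: CHO-K1 cells stably expressing ProLink-tagged human APJ and arrestin–beta-gal acceptor. Compound dosing: 20 µM single point, 1% DMSO. Times: 16-18 h seeding, 90 min dark compound exposure, 60 min detection. Detection: beta-gal luminescence. Evaluation: APJ–arrestin association signal. Controls: negative DMSO alone, positive Apelin-13 at 10 nM.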
TIM10 inh: inhibits growth of TIM10 yeast strain; S. cerevisiae TIM10 strain growth, BacTiter-Glo luminescence, 24 h; inhibition, % at 10 µM; 330,000 compounds, 1.4% hits;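 active = inhibition of 40% or more at the single tested concentration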;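 also: wild-type TIM10 isogenic control strain grown at permissive 25 °C; 0% = DMSO yeast wells and 100% = minimal medium wells without yeast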
tim10-1 inh: inhibits growth of tim10-1 mutant yeast | inhibition, % at 20 µM | AID 463190 | 330,000 compounds, 2.2% hits | S. cerevisiae tim10-1 ts strain growth, BacTiter-Glo, 24 h;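 active = inhibition of at least 40%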;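 also: mutant grown at 25 °C; 0% = DMSO wells with yeast and 100% = wells holding no yeast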
tim23-1 inh: growth inhibitors of tim23-1 mutant yeast; S. cerevisiae tim23-1 growth, BacTiter-Glo luminescence, 24 h; inhibition, % at 20 µM; 330,000 compounds, 1.3% hits; AID 463212;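 active = growth inhibition of the mutant yeast at or above 50%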;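 also: temperature-sensitive mutant grown at 25 °C; plate controls were DMSO-treated mutant yeast for no effect and medium wells lacking yeast for full effect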
APJ antag: antagonists of human APJ apelin receptor; 330,000 compounds, 0.32% hits; AID 2521; CHO-K1 APJ beta-arrestin complementation, luminescence; P35414; inhibition, % at 20 µM;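 active = inhibition above about 40% at 20 µM, limit read from the data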;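 also: cells challenged with 10 nM apelin-13 agonist together with compound; plate controls were apelin-13 plus DMSO wells for no effect and DMSO wells lacking apelin-13 for full effect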
MIN6 prolif: MIN6 beta-cell proliferation induction; proliferation, % at 10 µM; 330,000 compounds, 0.29% hits; AID 2380; MIN6 cells proliferation, ATPlite luminescence, 48 h; cells starved in 0.2% serum; 100% = growth in 10% serum;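 active = compounds whose signal lies at least 3.5 SD above the mean of all wells on their plate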;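 also: 0% = DMSO-treated cells in low-serum medium and 100% = 10% serum control; some compounds called inactive have numbers as strong as hits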
MPTP inh: inhibitors of mitochondrial permeability transition pore. isolated mouse mitochondria, Ca2+ swelling absorbance, 30 min. inhibition, % at 10 µM. 360,000 compounds, 1.4% hits;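 active = inhibition of 50% or more, scaled per plate between neutral and stimulator controls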;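 also: 0% = DMSO wells given calcium and 100% = 1 mM EGTA wells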
NALP3 yeast inh: inhibitors of NALP3 inflammasome in yeast. Yeast reconstituted NLRP3/ASC/caspase-1, beta-gal luminescence, 24 h. inhibition, % at 10 µM. 330,000 compounds, 0.39% hits. AID 2825;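 active = inhibition of 50% or more; inactive = inhibition below 50%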;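 also: plate controls were induced DMSO wells for no effect and uninduced yeast grown without galactose for full effect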
The depositor's hits bear a star.

SMILES	NR3A LBD binder	APJ ag	TIM10 inh	tim10-1 inh	tim23-1 inh	APJ antag	MIN6 prolif	MPTP inh	NALP3 yeast inh
Cc1cc(NC(=O)C2CC(c3cccc(Br)c3)=NO2)no1 (stereo not drawn)	-1	-1	-2	10	24	8	3	-0.5	4
NC(=O)c1ccsc1NC(=O)COC(=O)c1ccc([N+](=O)[O-])o1	12*	12	-193	-236	-108	-28	-4	-0.5	14
CCOC(=O)C1=NN(c2ccccc2)C(c2ccccc2)CC1=O (stereo not drawn)	3	-3	-1	28	21	-6	-2	0.1	6
COc1ccc(-c2nnc(SCC3CCCO3)n2C)cc1 (stereo not drawn)	-1	-1	-33	15	10	-12	-3	0.4	-11
CCCc1nc2oc3c(NCCOCCO)ncnc3c2c2c1COC(C)(C)C2	0	1	11	8	6	0	-1	0.6	7
CN1C(=O)C(C)(C)N(C(=O)c2cccc([N+](=O)[O-])c2)c2ccccc21	3	-2	15	26	29	-4	-3	-0.8	14
CCc1ccc(C(=O)Nc2nc(C)cs2)s1	2	-4	2	12	15	-9	-6	4.1	35
C=CCn1c(-c2cccc(OC)c2)n[nH]c1=S	-3	1	2	20	11	-8	1	-0.2	10
O=C(COC(=O)CNS(=O)(=O)c1cccc(F)c1)NCCc1ccccc1	0	-3	-3	4	11	13	-3	-2.3	-3
NC(=O)C1(NC(=O)[C@@H]2CC3(CC(c4cccc(NC(=O)c5cc([N+](=O)[O-])cc([N+](=O)[O-])c5)c4)=NO3)CN2C(=O)c2ccccc2)CC1 (stereo partly drawn)	-6	25	-7	9	16	-148	1	-0.2	3
Cc1ccc(NC(=O)COC(=O)c2cc(=O)c3ccccc3o2)cc1F	5	-4	3	-3	2	-1	-2	0.2	15
COc1ccc(NC2CCCN(C(=O)C3(C)CCCCC3)C2)cc1 (stereo not drawn)	0	-2	2	23	21	9	0	0.7	15
CC(Sc1nnc(C2CC2)n1C1CC1)C(=O)Nc1cccc(S(=O)(=O)N2CCOCC2)c1 (stereo not drawn)	2	-5	2	-12	-9	0	-5	-1.8	6
Cc1nn(C)cc1CN1CCC(CO)(CCOc2ccccc2)CC1	1	-4	-5	-6	12	2	0	-1.2	7
COc1ccc(Cc2nn3c(-c4ccccc4Br)nnc3s2)cc1	-2	-4	-20	11	22	6	-1	0.4	-2
CN(C)N1C(=O)CC(N2CCCCC2)C1=O (stereo not drawn)	-1	0	-25	-17	-7	11	-3	-2.7	17
C/C(=N/NC(=O)c1cccs1)c1ccc(NC(=O)COc2ccc(Cl)cc2Cl)cc1	-5	-7	5	10	3	-2	-3	2.2	8
O=C(Nc1ccc(N2CCN(Cc3ccccc3Cl)CC2)cc1)c1cccnc1	-18	1	13	25	12	1	1	3.5	18
O=C(COCC(=O)N/N=C/c1ccccc1F)N/N=C/c1ccccc1F	-8	4	2	11	5	-10	-1	1.4	15
CCCc1nnc(NC(=O)CCC(=O)NCc2ccccc2)s1	-2	1	-1	-11	-5	5	-2	-0.2	2
CCN(C[C@H]1N[C@@](Cc2ccccc2)(C(=O)OC)[C@H]2C(=O)N(Cc3ccccc3)C(=O)[C@@H]12)C(=O)C1CCCCC1	-1	-6	12	5	10	3	-4	-0.4	5
CCN(CC)S(=O)(=O)N1CCC(C(=O)NCC2COc3ccccc3O2)CC1 (stereo not drawn)	-3	-5	10	15	13	-3	0	-1.9	10
CN1CCC(=O)N(CCOc2ccccc2)CC1	-2	-5	-9	-9	8	0	0	-2.4	6
Cc1cc(N)n(-c2nc3ccccc3s2)n1	32*	-1	9	2	27	-3	-4	0.7	32
Cc1ccc(CSCc2ccc(C(=O)NCC3CCCO3)o2)cc1 (stereo not drawn)	-1	-2	-7	-1	12	-2	0	-0.5	16
CCOC(=O)C1=C(C)NC(C)=C(C(=O)OCC)C1/C=C/c1ccccc1	-14	-1	18	16	37	24	-4	2.5	17
CCCCC(=O)Nc1ccc(NC(=O)c2ccccc2[N+](=O)[O-])cc1OC	1	-2	9	15	14	3	0	0.4	10
O=C(NCCc1ccccn1)c1cc(-c2cccc3ccccc23)nc2ccccc12	3	2	16	-2	10	-6	2	2.8	6
Cc1ccc(S(=O)(=O)NC(CC(C)C)C(=O)N2CCCC2)cc1 (stereo not drawn)	2	3	0	11	15	7	0	1.2	5
Cc1ccc(O)c(-c2cc(-c3ccc(F)cc3)no2)c1	5	-1	10	12	9	-3	-5	23	24
COc1cccc(OCc2cc(C(=O)NCc3ccccn3)no2)c1	-2	-1	-10	19	8	-21	1	-1.1	20
COc1c(C)cc(S(=O)(=O)NCc2ccccn2)c(C)c1C	1	-3	-5	-8	13	18	0	-0.6	21
Cc1cc(C)n2nc3ccccc3c2n1	-1	-7	12	29	25	10	2	-1.3	3
Cc1ccc(S(=O)(=O)CCC(=O)OCC(=O)N2CCN(S(=O)(=O)c3ccccc3)CC2)cc1	0	-6	0	-1	-7	8	-1	0.2	7
COc1ccc(C(=O)NCCc2cc3c(OC)ccc(OC)c3[nH]c2=O)cc1OC	-1	4	-9	18	4	-8	-1	0.5	10
C=C1N(CCCCCC(=O)O)C(=O)OC12CCCCC2	-2	1	-5	10	7	-8	5	-1.0	4
COc1ccc(Cc2noc(CN(C)CC3(N4CCOCC4)CCCCC3)n2)cc1OC	-1	2	-18	3	14	2	-4	0.9	4
O=C1c2ccccc2C(=O)N1CCCCCc1nc(-c2ccccc2)no1	1	-4	8	14	0	5	-3	9.8	11
CCC1CCCCN1C(=O)c1sc2nc(C)nc(N(CC)CC)c2c1C (stereo not drawn)	-2	-2	26	20	12	7	-1	1.3	-14
CCCOc1ccc(-c2nnc(-c3ccco3)o2)cc1	-2	-1	14	18	36	-9	-4	3.2	49
COC(=O)C1NC(=O)N2C(C(=O)OC)C(C)(C)S[C@H]12 (stereo partly drawn)	4	2	-8	-7	4	7	0	-0.3	-2
O=C(CSc1nnc(C2CC2)n1Cc1ccccc1)c1ccc(S(=O)(=O)N2CCOCC2)cc1	1	-3	18	23	19	-1	-3	1.9	7
O=C(C1CCCN1S(=O)(=O)c1cccc2nsnc12)N1CCN(c2ccccc2)CC1 (stereo not drawn)	3	-3	14	5	10	9	-5	-0.7	6
O=C(NC1CCS(=O)(=O)C1)/C(=C/c1ccco1)NC(=O)c1ccccc1 (stereo not drawn)	-1	-2	-10	-8	-6	-14	-1	-0.8	-4
CCN1C/C(=C/c2ccc(OC)c(O)c2)C(=O)/C(=C/c2ccc(OC)c(O)c2)C1	-1	-3	50*	27	40	19	-5	-1.4	38
CCOC(=O)c1c(NC(=O)c2ccc(N3C(=O)[C@@H]4[C@H](C3=O)[C@H]3C=C[C@@H]4C3)cc2)sc2c1CCCC2	0	-3	25	12	25	-4	-4	-0.2	7
CC(=O)CSc1nc(-c2cccs2)c(C#N)c(=O)[nH]1	-1	-5	15	-7	6	14	0	0.1	7
CN1CCN(c2nc(N3CCN(c4ccccc4)CC3)ncc2F)CC1	2	4	2	-6	-3	-13	-3	1.2	30
COc1ccc(C(=O)N/N=C2\SCC(=O)N2Cc2ccc3c(c2)OCO3)c(OC)c1	0	-3	-1	11	-2	12	4	1.9	6
Cc1ccc(N=c2c([N+](=O)[O-])nn(-c3ccccc3)n2O)c(C)c1	-4	10	37	47*	45	-126	-2	1.6	4

The list goes on:
SMILES	NR3A LBD binder	APJ ag	TIM10 inh	tim10-1 inh	tim23-1 inh	APJ antag	MIN6 prolif	MPTP inh	NALP3 yeast inh
COC(=O)C1=C(COc2ccccc2)NC(=O)NC1c1ccc(Br)cc1 (stereo not drawn)	-5	1	-19	12	17	4	-9	1.1	9
Nc1ccc(N2CCCC2)c(S(=O)(=O)Nc2cccc(C(F)(F)F)c2)c1	5	-3	-1	18	23	11	-4	-1.4	-4
O=C(COc1ccccc1)N1CCN=C1SCc1ccc(F)cc1	-4	-6	-30	-17	18	-2	-4	1.1	18
Cn1c(=O)c2c(nc(N3CCc4ccccc4C3)n2Cc2ccccc2F)n(C)c1=O	-1	-3	9	-13	-25	13	0	0.7	13
COc1cc2c3c(c1OC)C1(C=CC(=O)C=C1)CC3N(C(=O)CCC(=O)O)CC2 (stereo not drawn)	0	-3	0	11	3	5	-1	0.8	-7
O=C(NCc1ccccc1)c1ccc(Cn2cc(C(F)(F)F)ccc2=O)cc1	-1	-3	9	18	-1	7	0	0.6	2
C[C@H]1C[C@@H]2[C@H]([C@@H](O)C[C@@]3(C)[C@H]2CC[C@]3(O)C(=O)CO)[C@@]2(C)C=CC(=O)C=C12	0	-4	0	8	8	7	-5	-1.0	-1
CC(NC(=S)NCCc1ccccc1)C(c1cccs1)N1CCN(C)CC1 (stereo not drawn)	-3	-2	-5	-9	-8	12	1	0.8	5
Cc1ccc(NC(=S)N2CCCCCC2)c(C)c1	-1	-6	10	5	9	-13	-2	0.0	21
CCOC(=O)c1ccc2ncc(C(=O)OCC)c(NCc3ccco3)c2c1	0	-4	22	-16	11	7	-1	-0.5	35
CCOC(=O)C(=CNCC(=O)O)C(=O)OCC	1	-6	13	7	12	13	-2	-0.1	6
Cc1ccc(S(=O)(=O)Nc2cccc(-n3cnnn3)c2)cc1	3	1	8	13	-7	7	-3	-2.5	-7
CC(C)CCn1c(=O)c(C(=O)N/N=C/c2cccc(F)c2)c(O)c2ccccc21	0	-2	0	-25	-1	-1	-5	32	-2
COc1cc(NC(=O)CN2c3ccccc3CC2C)cc(OC)c1OC (stereo not drawn)	2	-4	5	36	6	17	0	-3.9	12
O=C(NC1CCCC1)c1ccc2nc(-c3ccco3)c(-c3ccco3)nc2c1	-10	4	9	19	11	-29	-4	2.8	16
O=C(NCC(c1ccco1)N1CCCC1)c1cn(-c2ccccc2)nc1-c1ccc(F)cc1 (stereo not drawn)	-2	-3	9	15	18	-1	-4	17	27
COc1ccc(NC(=O)c2cccnc2)cc1OCC(C)C	0	0	7	-5	8	-11	-1	0.5	13
Cc1cccc2nc(CSc3ccccc3C(=O)O)cn12	0	2	9	-8	14	0	2	0.3	15
CCc1ccc(C(=O)NC(=S)Nc2ccc3c(c2)OCCO3)cc1	-1	-2	-3	-6	30	9	0	4.0	33
CC(C)(C)c1cc(C(=O)N2CCc3ccccc32)ccn1	0	-1	-1	13	0	3	0	0.2	13
O=C(Cc1ccccc1)N/N=C/c1ccc(S(=O)(=O)O)o1	-1	0	0	-12	1	5	-3	2.7	7
COc1ccccc1C(=O)Nc1ccc(S(=O)(=O)Nc2cnc3ccccc3n2)cc1	-9	0	5	4	18	11	5	-0.5	28
CCOc1ccc(C(C(=O)NCC2CCCO2)N(C(=O)c2snc(C(N)=O)c2N)c2ccc3c(c2)OCCO3)cc1 (stereo not drawn)	-2	-3	18	-1	17	-5	0	0.4	0
Cc1cc2ncc(C(=O)Nc3ccsc3C(=O)O)c(C)n2n1	0	-4	1	6	5	-12	-3	0.4	25
